# Assay outcomes as filed in PubChem.
# NLRP3 yeast inh = inhibitors of NALP3 inflammasome in yeast; Yeast reconstituted NLRP3/ASC/caspase-1, beta-gal luminescence, 24 h; inhibition, % at 10 µM; hit rate 0.39% among 330,000; AID 2825;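 active = inhibition of 50% or more; inactive = inhibition below 50%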;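 also: plate controls were induced DMSO wells for no effect and uninduced yeast grown without galactose for full effect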
# tim23-1 inh = tim23-1 yeast growth inhibition | inhibition, % at 20 µM | S. cerevisiae tim23-1 growth, BacTiter-Glo luminescence, 24 h | hit rate 1.3% among 330,000 | AID 463212;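 active = growth inhibition of the mutant yeast at or above 50%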;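 also: temperature-sensitive mutant grown at 25 °C; plate controls were DMSO-treated mutant yeast for no effect and medium wells lacking yeast for full effect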
# UPR XBP1 act = activators of adaptive arm of unfolded protein response (XBP1). CHO-XBP1 luciferase reporter, IRE1-XBP1 UPR activation, luminescence; percent of tunicamycin response, DMSO as zero. activation, % at 20 µM. hit rate 0.33% among 330,000. AID 463104;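 active = versus positive control, 20 µM dose yields 30% or more activation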;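 also: 100% = tunicamycin at 10 µg/mL and 0% = DMSO only wells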
#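 Material: CHO cell line with stable XBP1 luciferase reporter; schedule: 16-18 h cell attachment at 37 °C, then 6 h compound exposure; signal: glow luminescence from Steady-Glo reagent; medium: serum-containing F12 medium, 10% FBS; benchmarks: tunicamycin 10 µg/mL and vehicle-only wells; read-out: percent activation relative to tunicamycin reference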
# TIM10 inh = TIM10 yeast growth inhibition | S. cerevisiae TIM10 strain growth, BacTiter-Glo luminescence, 24 h | inhibition, % at 10 µM | hit rate 1.4% among 330,000 | AID 463195;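 active = inhibition of 40% or more at the single tested concentration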;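 also: wild-type TIM10 isogenic control strain grown at permissive 25 °C; 0% = DMSO yeast wells and 100% = minimal medium wells without yeast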
# tim10-1 inh = growth inhibitors of tim10-1 mutant yeast; S. cerevisiae tim10-1 ts strain growth, BacTiter-Glo, 24 h; inhibition, % at 20 µM; hit rate 2.2% among 330,000;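 active = inhibition of at least 40%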;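 also: mutant grown at 25 °C; 0% = DMSO wells with yeast and 100% = wells holding no yeast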
# Mdm2-MdmX inh = human Mdm2/MdmX binding inhibition | SaOS-2 split-luciferase Mdm2/MdmX complementation, luminescence | inhibition, % at 8 µM | hit rate 3% among 330,000;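 active = inhibition of at least 50% at 8 µM in the primary screen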
# UPR CHOP act = apoptotic UPR (CHOP) activation. activation, % at 10 µM. hit rate 0.34% among 330,000. CHO-CHOP luciferase reporter, luminescence; percent of tunicamycin response over DMSO baseline;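 active = at 10 µM dose, activation of 40% or more, normalized to positive control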;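 also: 100% = tunicamycin at 10 µg/mL and 0% = DMSO alone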
#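 System: CHO-CHOP luciferase reporter cell line | Buffer or medium: F12 medium containing 10% fetal bovine serum | Doses: One dose, 10 µM in 0.5% DMSO | Times: 6 h compound exposure at 37 °C after overnight seeding | Signal: Luciferase luminescence | Read-out: % activation vs tunicamycin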
# NR3A LBD binder = NR3A (human) ligand-binding domain modulation | NR3A LBD differential scanning fluorimetry, Tm shift; 0% = protein alone, 100% = glycine-bound protein | Tm shift relative to glycine control, % at 25 µM | hit rate 2.5% among 340,000;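 active = melting temperature shift of at least 10% of the positive control shift, at one fixed dose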
# APJ ag = agonists of human APJ apelin receptor. P35414. CHO-K1 APJ PathHunter beta-arrestin, luminescence; 0% DMSO wells, 100% apelin. activation, % at 20 µM. hit rate 0.11% among 330,000;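 active = activation more than six SD over the plate average, tested at 20 µM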;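 also: 0% = DMSO alone and 100% = apelin-13 at 10 nM; some results filed as inactive read as strong as hits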
# Target sequence (P35414 whole entry, looked up): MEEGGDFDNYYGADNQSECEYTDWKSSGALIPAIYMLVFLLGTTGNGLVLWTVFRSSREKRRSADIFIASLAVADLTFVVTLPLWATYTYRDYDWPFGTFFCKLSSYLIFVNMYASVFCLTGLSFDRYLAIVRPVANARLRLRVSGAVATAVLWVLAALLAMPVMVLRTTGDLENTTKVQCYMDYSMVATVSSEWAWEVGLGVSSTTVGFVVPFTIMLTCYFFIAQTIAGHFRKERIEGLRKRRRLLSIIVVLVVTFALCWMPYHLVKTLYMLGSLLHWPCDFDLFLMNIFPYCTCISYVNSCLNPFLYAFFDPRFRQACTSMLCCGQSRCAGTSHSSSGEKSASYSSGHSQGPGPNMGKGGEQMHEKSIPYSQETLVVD
#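 Material: CHO-K1 APJ beta-arrestin complementation cell line; Input: cell density 1000 per well; Incubation: compound stimulation 90 min at 25 °C, detection 60 min; Signal: luminescence from split beta-galactosidase complementation, Galacton Star/Emerald II substrate; Controls: DMSO-only wells as negative, 10 nM Apelin-13 as positive control.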
# Starred values were filed as active, the others as inactive; nt = no result given; & = joins results of further samples.
SMILES,NLRP3 yeast inh,tim23-1 inh,UPR XBP1 act,TIM10 inh,tim10-1 inh,Mdm2-MdmX inh,UPR CHOP act,NR3A LBD binder,APJ ag
CCCC(=O)C1=C(O)C(C(=O)OC)C(C)(C)CC1=NCCc1ccc(OC)c(OC)c1 (stereo unspecified),15.9,32.4,-2.4,20.9,12.9,-32.1,-1.1,-0.7,-3.1
CC(Nc1oc(-c2ccco2)nc1C#N)c1ccccc1 (stereo unspecified),-2.7,23.9,0.7,-0.7,24.6,3.3,0.9,-0.8,-0.7
c1cnc(N2CCSCC2)nc1,-1.1,11.1,-1.3,16.9,14.5,28.6,-3.9,2.1,-6.0
O=C(COC(=O)C1CCN(S(=O)(=O)c2cccs2)CC1)c1ccc2c(c1)OCCO2,6.8,3.0,-1.9,2.9,12.4,-0.6,1.6,1.0,-2.6
CCOC(=O)c1c(NC(=O)CN2C(=O)NC3(CCCCC3C)C2=O)sc(C)c1CC (stereo unspecified),8.3,10.4,1.4,-6.4,-6.9,22.0,3.8,-3.2,5.2
CSc1nn(-c2ccc(C(=O)OC(C(=O)NC(N)=O)C(C)C)cc2)c(=S)s1 (stereo unspecified),13.8,5.1,-2.6,-8.8,6.5,28.1,-0.8,1.9,-3.1
Clc1ccc2oc(-c3cccnc3)nc2c1,7.9,9.4,2.5,10.0,17.4,-9.6,3.0,-0.4,1.7
N/C(=N\OC(=O)Cc1ccccc1)c1ccccn1,8.2,2.7,3.4,-7.3,7.5,-13.4,1.4,2.4,-3.9
O=C(c1ccccc1)c1c[nH]c2cc3c(cc2c1=O)OCCO3,2.4,-8.8,2.3,7.4,-11.1,-5.2,3.6,-2.1,6.1
CCOC(=O)c1c(-c2ccccc2)nnn1-c1nc(OC)nc(N2CCOCC2)n1,14.5,12.6,-1.9,11.1,5.9,2.4,-2.3,-0.5,3.0
Cc1cc(=O)oc2cc(OCC(=O)OCC(=O)NCCc3ccccc3)ccc12,4.2,30.7,-2.4,-18.1,-10.9,2.8,1.1,-0.5,-1.7
COC(=O)c1sc(N2C(=O)C(O)=C(C(=O)c3ccc(C)o3)C2c2ccc(OC)c(OC)c2)nc1C (stereo unspecified),12.0,6.8,3.9,-8.6,-4.4,5.6,0.6,-27.4,7.1
COc1ccccc1NS(=O)(=O)c1cc(N2Cc3ccccc3C2=N)ccc1N1CCOCC1,-3.3,6.1,-1.1,9.7,18.2,34.5,0.6,-1.6,-2.7
O=C(Nc1ccc(S(=O)(=O)N2CCCCC2)cc1)C1CCN(C(=O)c2ccco2)CC1,4.1,3.8,-1.2,10.4,-5.6,8.4,0.3,4.8,-2.4
CCOC(=O)C1(Cc2ccc(OC)cc2)CCN(C(=O)CCN2CCCC2=O)CC1,-14.7,-0.5,-0.6,14.2,2.2,-7.2,2.5,-0.7,-5.1
COc1ccc(CCNC(=O)C2=CC=CN3CCS(=O)(=O)N=C23)cc1,6.1,-7.6,1.0,-3.4,-9.4,-3.0,0.3,1.2,-4.7
Cc1cccc2nc3ccccc3cc12,12.3,2.4,-2.1,-1.1,-3.3,3.6,3.2,1.2,-0.9
COc1ccc(OC)c(NC(=O)c2ccc(-c3csc(C)n3)cc2)c1,41.9,39.1,1.1,7.1,37.9,-7.6,3.4,2.8,-3.6
CC(=O)c1cccc(NC(=O)NNC(=O)c2ccc(Cl)cc2Cl)c1,18.8,7.9,1.2,1.9,-9.2,12.3,0.5,1.1,0.0
COc1ccc2[nH]c3nc(SCC(=O)NNC(=O)c4ccc(OC)c(OC)c4)nnc3c2c1,-0.6,1.1,3.7,-8.9,-5.8,4.9,1.5,-4.3,-3.5
CC(C)N(C(=O)CSc1ccc(S(=O)(=O)N2CCCCC2)cn1)c1ccccc1,5.3,30.3,-2.1,12.9,24.7,20.0,0.8,1.5,-3.6
Cc1ccc2[nH]c3c(=O)n(N)c(C)nc3c2c1,16.1,8.7,-2.1,13.8,22.5,-2.2,0.2,-0.4,-0.9
Cc1cc(NC(=O)CCC(=O)N(c2ccccc2)C(C(=O)NC2CCCC2)c2cccs2)no1 (stereo unspecified),2.5,-1.8,-0.9,-3.3,21.3,-4.9,1.0,0.8,0.3
CCN(CC)CCNC(=O)c1ccc(Sc2ccc(Cl)cc2)c(NC(C)=O)c1,0.9,13.8,-2.1,-2.2,5.0,22.0,1.3,0.9,-0.1
COCCN(C(=O)COC(=O)c1cc2c(s1)CCCC2)c1c(N)n(Cc2ccccc2)c(=O)[nH]c1=O,0.2,16.6,0.4,16.5,11.9,-9.7,1.2,0.4,-5.1
Cc1ccc(NC(=O)c2ccc(F)cc2F)cc1NS(C)(=O)=O,12.6,15.6,4.2,18.7,11.2,12.5,1.8,-0.7,-2.6
COc1ccc(S(=O)(=O)Oc2cccc(C(=S)N3CCOCC3)c2)cc1,10.8,20.4,-4.0,4.3,19.7,6.7,1.3,-0.3,1.2
CC(C)Cc1nc(Cl)c(C#N)c2c1CCC2,25.5,5.1,0.0,-4.8,-25.0,19.6,-0.8,-0.6,-1.6
C=CCNC(=O)c1cc2sccc2n1C,8.5,-4.3,2.5,-22.6,-12.9,13.2,-1.3,-0.1,-2.4
COC(=O)c1ccccc1NC(=O)CCn1c(=O)oc2ccccc21,13.7,21.1,-1.5,-5.1,3.0,-3.0,-1.4,-1.3,-3.3
CCNC(=S)NNC(=O)CC(C)C,-0.8,-4.6,0.7,-2.4,-8.3,-0.3,0.3,-0.3,-2.3
CSCC[C@H](NC(=O)[C@@H]1CSC2c3ccccc3C(=O)N21)C(=O)NCc1ccco1 (stereo partly specified),8.8,8.0,-2.6,8.0,-7.3,-2.8,-1.1,1.5,0.7
COc1ccc(NC(=O)CCCSc2ccccc2)cc1S(N)(=O)=O,8.4,6.6,0.3,5.0,-12.6,-8.2,2.8,6.5,-0.4
C/C(N)=C(/C#N)C(=O)CSc1n[nH]c(-c2ccccc2Br)n1,2.8,-3.6,0.7,-2.7,6.2,-9.3,1.7,-2.4&-0.7,-0.1
O=C(NCc1ccccc1)c1ccc2nccnc2c1,6.0,6.0,0.4,9.5,11.6,21.3,0.7,-2.9,7.0
COc1cc(-c2noc(C)c2-c2ccc3[nH]ccc3c2)cc(OC)c1OC,19.0,25.9,18.4,4.5,32.6,82.0*,0.5,-7.9,1.5
COc1cccc(-c2nn(-c3ccccc3)cc2CO)c1,31.3,13.5,-1.9,15.5,32.4,-79.0,4.6,-21.3,0.8
Cc1ccc(C2C3=C(CC(C)(C)CC3=O)OC3=C2C(=O)CC(C)(C)C3)cc1,12.7,16.9,-1.9,33.0,30.1,22.9,0.5,-3.6,-0.6
O=C1CN(c2ccc(Cl)cc2)C2(CCCCC2)S1,-28.5,37.4,-3.5,25.8,15.6,-3.0,1.1,-0.8,-3.1
N#Cc1ccc(CSCC(=O)O)cc1,7.3,14.6,-2.7,11.3,19.2,-5.8,-2.3,0.5,-1.4
O=C(Nc1ccc(C2=NCCN2)cc1)c1ccc(Cl)c(C(=O)Nc2ccc(C3=NCCN3)cc2)c1,15.6,-110.4,-2.6,-75.6,-31.5,7.5,0.5,nt,1.6
COc1ccc(C(=O)/C=C/c2ccc3c(c2)OCCO3)cc1,34.9,24.3,-2.1,21.0,35.6,-1.3,5.2,3.4,1.0
COc1ccc(C2(c3ccc(OC)cc3)NC(=O)N(CC(=O)NC(C)C)C2=O)cc1,10.2,3.0,3.5,4.2,-11.6,-1.8,2.3,-2.3,0.8
CN(C)S(=O)(=O)c1cccc(NC(=O)CCc2nc3cc(S(=O)(=O)N4CCOCC4)ccc3n2C)c1,-19.1,14.9,1.8,9.3,21.5,5.3,1.0,0.5,9.3
CC(=O)Nc1ccc(NC(=O)c2ccc(NC(=O)c3ccccc3)cc2)cc1,5.3,9.9,-0.8,-0.6,13.8,62.4*,0.3,27.9*,-2.7
CC(C)C(=O)Nc1nnc(S(=O)(=O)N(C)c2ccc(Cl)cc2)s1,-5.4,4.5,-2.7,5.8,9.3,7.1,1.3,-1.1,-2.4
OCc1nc2ccccc2n1Cc1c(F)cccc1Cl,2.0,3.1,-0.1,8.1,4.8,22.3,1.1,-0.8,-2.4
Cc1ccc(O)c(NC(=O)COc2cc(C)ccc2C)c1,10.2,7.5,0.9,-4.8,5.9,11.4,1.2,1.0,-0.7
CCc1nnc(NC(=O)CSc2nnc(-c3ccccc3O)n2-c2ccc(C)cc2)s1,-9.4,15.7,-3.4,-9.9,10.3,39.0,0.3,1.0,-1.9
CC(OC(=O)c1ccccc1C(=O)N(C)c1ccccc1)C(=O)Nc1ccccc1[N+](=O)[O-] (stereo unspecified),16.8,36.2,-0.1,20.9,23.9,-22.9,0.5,1.7,5.5
# (further entries)
SMILES,NLRP3 yeast inh,tim23-1 inh,UPR XBP1 act,TIM10 inh,tim10-1 inh,Mdm2-MdmX inh,UPR CHOP act,NR3A LBD binder,APJ ag
COC(=O)CC1C(=O)NCCN1C(=S)Nc1ccccc1Cl (stereo unspecified),4.5,-7.9,2.4,-12.7,-1.9,15.4,-0.7,-0.3,-2.5
O=C(c1cc2ccccc2o1)c1cccs1,30.7,27.7,1.6,29.8,1.9,-37.4,3.2,1.1,-2.3
CCO/C([O-])=N/c1sn[n+](C)c1C,10.1,13.3,-1.6,-1.5,-6.6,16.5,0.6,0.2,0.5
O=C(Nc1nc2ccccc2[nH]1)c1ccccc1[N+](=O)[O-],11.9,9.9,-1.6,6.0,9.0,-9.1,0.0,-0.2,-1.6
Cc1ccc(S(=O)(=O)N2CCOCC2)cc1NC(=O)CN1CCC(Cc2ccccc2)CC1,5.0,3.9,2.6,14.4,25.0,38.6,0.5,-2.4,-4.5
CCCCNC(NCCCC)=C(S(=O)(=O)CC)S(=O)(=O)CC,-0.7,13.2,-3.1,9.6,10.2,-7.9,0.1,-1.3,0.1
Cc1cc(=O)nc2c3ccccc3n(CC(=O)NCCCN3CCCC3=O)n12,-1.4,-6.5,-1.9,7.5,-3.2,13.2,-0.6,-0.2,-2.7
O=C(NCCS(=O)(=O)NC1CCCC1)c1ccc(F)cc1,15.1,15.2,1.9,-1.2,-0.6,8.4,3.2,-0.9,-4.3
CCCCNC(=O)c1ccccc1C(=O)NCCCC,12.5,13.2,0.1,4.1,13.5,19.5,0.2,0.9,-1.3
COc1ccc(S(=O)(=O)NCc2ccccn2)cc1Br,13.6,11.0,-3.1,-0.6,14.2,-3.9,-1.0,-4.0,-2.1
O=C(O)c1cccc(NC(=O)c2ccccc2NC(=O)c2ccccc2F)c1,7.5,1.9,-8.0,11.7,-16.0,15.9,1.3,-2.8,-2.5
